Bioassay records: PubChem BioAssay, National Center for Advancing Translational Sciences (NCATS)
BRCT inh red – BRCT-phosphoprotein interaction inhibition (red fluorophore). BRCT-phosphopeptide binding, red fluorescence polarization. Potency, µM (titrated, usually from 76.9 µM), without a hit: top-dose activity change, negative = inhibition, most hits filed as inhibitors. actives 0.03% (n = 75,000). AID 892; further: on the % scale 0 is the no-effect control and ±100 the full control effect
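Fluorescence polarization: 100 nM His-tagged BRCA1 BRCT with 100 nM TAMRA-labelled phospho-BACH1 decapeptide, phosphate buffer pH 7.3 with 150 mM NaCl, DTT, 0.01% Tween 20; 12 min RT. Binding inhibition seen as FP decrease.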
CRE-bla Fsk – alters forskolin-stimulated CRE reporter signaling in CHO cells. Potency, µM (highest dose often 38.2 µM), for inactives: at the top dose activity change, negative = inhibition, hits mostly activators. actives 2.5% (n = 71,000). AID 662. CHO CRE-bla reporter (cAMP response element driving beta-lactamase), forskolin EC10, beta-lactamase ratio; active means well fitted activation curve with a large enough effect in the signal ratio, with a control signal flat, not every such curve was filed as active; inconclusive means small, poorly fitted or top-dose-only effect, or effect the other way, or a change in a side signal; the % refers to the signal ratio; further: potency means the concentration at half of the fitted maximal effect; % of control where 0% means no effect
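Titrated compounds plus EC10 NKH 477 on CHO CRE-bla cells, 3 h, 37 °C. CCF4, 2 h RT. Ratio 460/530 nm → AC50.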
HEK293 cAMP cs – counter-screen for TSHR agonists: cAMP increase in parental HEK293. parental HEK293 CNG cAMP sensor, membrane potential fluorescence. Potency, µM (doses to about 57.1 µM), for inactives: at the highest dose activation, most hits filed as activators. actives 2.5% (n = 73,000). AID 938; further: potency means the concentration at half of the fitted maximal effect; % of control where 0% means no effect; nearly all actives have a fitted effect of over 55% in size
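Counterscreen for endogenous-receptor signalling: CNG-channel HEK 293 cells report cAMP rise by membrane depolarization. After 60 min dye equilibration with 100 uM RO 20-1724, compounds incubated 30 min before bottom-read fluorescence at 590 nm.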
Caspase-7 inhib – caspase-7 (human) inhibition, allosteric or competitive | recombinant caspase-7, Ac-DEVD-AFC fluorescence rate | Potency, µM (series often up to 57.5 µM), without a hit: at the highest dose activity change, negative = inhibition, actives largely listed as inhibitors | actives 0.02% (n = 75,000); active means well fitted inhibition curve with a large enough effect in the main read-out, with a control signal flat, not every such curve was filed as active; inconclusive means small, poorly fitted or top-dose-only effect, or a change in a side signal; further: potency means the concentration at half of the fitted maximal effect; % of control where 0% means no effect
Tau fil binding – binds recombinant human tau filaments | P10636 | recombinant tau filaments, thioflavin S fluorescence, 15 h; filaments grown with octadecylsulfate alongside compound | Potency, µM (doses to about 57.1 µM), without a hit: at the top dose activity change, negative = inhibition | actives 2% (n = 71,000) | AID 596;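 further: potency means the concentration at half of the fitted maximal effect; on the % scale 0 is the no-effect control and ±100 the full control effect; actives lower thioflavin S fluorescence by blocking filaments or displacing dye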
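Tau 2 uM in ThS buffer dispensed; compound added; 60 uM ODS added (finals 1 uM tau, 30 uM ODS); 15 h 37 C; fluor ex450/em510.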
USP2a inh – inhibitors of human ubiquitin-specific protease USP2a; USP2a enzymatic assay, qHTS inhibition; Potency, µM (series often up to 38.3 µM), for the others: at the top dose activity change, negative = inhibition, actives largely listed as inhibitors; actives 0.1% (n = 60,000); AID 927;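 further: potency means the concentration at half of the fitted maximal effect; nearly all actives have a fitted effect of over 60% in size; plate controls were DMSO for no effect and NEM full inhibition control for full effect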
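Coupled readout: USP2-cleaved Ub-PLA2 (20nM final) turns over NBD C6-HPC (20uM final), Ex 460nm/Em 535nm after 2.5 h, time-zero read flagging artifacts. Enzyme (20nM final, pH 8.0 Tris) given 30 min RT with compound first; NEM defines full inhibition.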
Caspase-1 inhib – allosteric or competitive inhibitors of human caspase-1; actives 0.03% (n = 75,000); Caspase-1 enzyme, Ac-WEHD-AFC fluorogenic rate; AID 900; P29466; Potency, µM (highest dose often 57.5 µM), for inactives: at the highest dose activity change, negative = inhibition, most hits filed as inhibitors;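 further: potency means the concentration at half of the fitted maximal effect; plate controls were vehicle for no effect and no substrate for full effect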
ERK AVP inh – vasopressin-driven ERK pathway inhibition; actives 0.99% (n = 72,000); HEK293-V1b, vasopressin-stimulated pERK AlphaScreen; Potency, µM (titrated, usually from 57.5 µM), without a hit: at the top dose activity, negative = inhibition, hits mostly inhibitors; further: potency means the concentration at half of the fitted maximal effect; on the % scale 0 is the no-effect control and ±100 the full control effect; nearly all actives have a fitted effect of over 55% in size
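qHTS, compounds titrated on V1b-expressing HEK293 cells. Preincubation 30 min at 37C, vasopressin 25 nM for 5 min, lysis 10 min, bead incubation 5 hr at room temperature.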
BRCT inh green – inhibitors of human BRCA1 BRCT-phosphoprotein interaction (green fluorophore); BRCA1 BRCT-phosphopeptide binding, green fluorescence polarization; Potency, µM (series often up to 76.9 µM), for inactives: top-dose activity change, negative = inhibition, hits mostly inhibitors; actives 0.05% (n = 75,000);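 further: potency means the concentration at half of the fitted maximal effect; plate controls were peptide without protein for full effect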
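Fluorescence polarization: His-tagged BRCT (~35 kDa BRCA1 C-terminus, 250 nM) bound to 100 nM fluorescein-labeled phosphorylated 10-aa BACH1 peptide, pH 7.3 phosphate buffer with DTT and Tween 20. Compounds incubated 12 min at room temperature; inhibition read as lowered polarization.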
Luciferase inh – blocks Photinus pyralis firefly luciferase activity | actives 2.2% (n = 72,000) | purified firefly luciferase, luminescence, 8 min | Potency, µM (doses to about 57.1 µM), for inactives: top-dose activity change, negative = inhibition, hits mostly inhibitors | P08659; further: potency means the concentration at half of the fitted maximal effect; on the % scale 0 is the no-effect control and ±100 the full control effect; nearly all actives have a fitted effect of over 40% in size
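Substrate buffer containing 10 uM ATP (pH 7.2 imidazole, Mg2+, KCl, detergent, BSA) is dispensed, compound pinned in, then luciferase/luciferin detector mix added. After 8 min at ambient temperature, light output is measured.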
A350 fluor – compound fluoresces in the Alexa 350 spectral region | Compound autofluorescence, 340/450 nm, Alexa 350 dye-equivalents; hits give high values | max dye-equivalent concentration, M | actives 11% (n = 59,000) | AID 590; in the data active means max dye-equivalent concentration above about 10 nM; inconclusive means mostly about 1.1 nM to 9.6 nM
* = called active by the depositor; i = inactive; u = inconclusive; x = no result given; [ ] = dose if it differs, or a comment. Unless noted, the call rests on the fitted dose curve; in most records, active means well fitted curve in the direction sought with a large enough effect; inconclusive means small, poorly fitted or top-dose-only effect, or another doubt; inactive means no such curve, though single readings can be large; an effect the other way counts as inactive or inconclusive.

Structure | BRCT inh red | CRE-bla Fsk | HEK293 cAMP cs | Caspase-7 inhib | Tau fil binding | USP2a inh | Caspase-1 inhib | ERK AVP inh | BRCT inh green | Luciferase inh | A350 fluor
COc1cc(C2C(C(=O)c3cccs3)=C(O)C(=O)N2Cc2ccco2)cc(OC)c1OC (stereo unspecified) | -1.4% | u | -4%[11.4 µM] | 0% | 6%[11.4 µM] | 1%[7.66 µM] | -4% | 7% | -1.5% | 1% | x
COC(=O)[C@@]1(Cc2ccc(F)cc2)[C@H]2c3cc(C(=O)N4CCCC4)n(CCc4ccccn4)c3C[C@H]2CN1C(=O)c1ccccc1 | -0.3% | -9% | u | -1% | 1% | x | 1% | -1% | 1.3% | x | x
CCCCCn1c(N2CCC(C(N)=O)CC2)nc2c1c(=O)[nH]c(=O)n2C | 0.8% | 2% | 11% | 2% | -8% | -1% | -2% | 8% | -3.2% | -1% | i
Cc1ccc(C(=O)c2ccccc2C(=O)O)c(O)c1 | 1.2% | 0% | 1% | -1% | 9% | -4% | 0% | -4% | -2.1% | 2% | x
Cc1cc(C)c(C#N)c(SCC(=O)OC2CCCCC2)n1 | -2.1% | 6% | u | -5% | -2% | x | -2% | 41%[activator] | 1.9% | -2% | i
O=C(NCc1ccc2c(c1)OCO2)c1ccc(COc2cccc(Cl)c2)o1 | 0.4% | u | 20µM* | -2% | 40% | -5% | -4% | u | 0.1% | 1% | i
CCOc1ccc(Nc2cc(C)nc(-n3nc(C)cc3C)n2)cc1 | -0.4% | 13µM* | u | -2% | 2% | 8% | -2% | u | -2.2% | 1% | i
Cc1nc(NC(=O)CSc2ccccc2N)sc1C | -0.2% | -2% | 12% | 2% | -6% | x | -3% | u | -1.5% | -2% | i
CN(C)CCCN1C(=O)C(=O)/C(=C(/O)c2ccc(OCc3ccccc3)cc2)C1c1cccnc1 (stereo unspecified) | -1.8% | -2% | 2% | -1% | 4% | -2% | 2% | -15% | -3.9% | 1% | i
C1=C(c2ccccc2)Nc2nnnn2C1 | 1.1% | 1% | 1% | -14% | 6% | -10% | u | 2% | -3.0% | 2% | 9.1e-08M*
C=CCN(c1ccc(C(N)=O)cc1)S(C)(=O)=O | 1.3% | 2% | 3% | 1% | -2% | 13% | 2% | -7% | -0.5% | -1% | i
C=CCN=C(NC#N)SCc1ccccc1Cl | 1.7% | u | 11% | 1% | 0% | -5% | 1% | -16% | 1.6% | -2% | i
Cn1c(Cn2c(=O)sc3ccccc32)nnc1SCC(N)=O | 0.7% | 1% | u | 3% | -7% | x | -1% | 19% | 2.2% | 3% | x
CCc1c(C)nc2ncnn2c1N1CCC(C(=O)Nc2ccccc2)CC1 | 0.6% | u | -2% | 0% | -11% | 18% | 2% | -29% | -1.5% | 0% | i
CCCn1c(CN(C)Cc2ccccc2)nc2c1c(=O)n(C)c(=O)n2C | -1.1% | u | u | 0% | 5% | 7% | 1% | -30% | 1.9% | 1% | i
CCC1CCCCN1S(=O)(=O)c1ccc(S(=O)(=O)N2CCN(S(=O)(=O)CC)CC2)cc1 (stereo unspecified) | 1.7% | 1% | 19% | 0% | 22% | 16% | -2% | 8%[11.5 µM] | -2.5% | -1% | i
C=CC(=O)CC | 1.0% | -7% | -19% | 1% | 3% | x | -3% | -14% | -2.3% | x | x
COc1ccc(-c2noc(CCC(=O)NCc3cccnc3)n2)cc1OC | -0.3% | u | 2% | -4% | -7% | 4% | -1% | -7% | -2.0% | 2% | i
COc1c(Cl)cc(Cl)cc1/C=N/n1cnnc1 | 0.7% | u | u | -4% | 8% | 0% | -7% | 13% | -2.4% | 3% | u
O=C(NCCc1ccccn1)c1n[nH]c(=O)c2ccccc12 | 0.5% | 9% | 2% | 2% | 1% | -5% | 0% | -17% | -2.1% | -2% | i
[O-]/[N+](=N\O)c1ccccc1 | -3.1% | -14% | u | 0% | 13% | x | -1% | 9% | 0.9% | x | x
O=C(OCc1c(Cl)cccc1Cl)c1cnccn1 | 0.1% | -5% | 5% | -3% | -15% | 1% | 0% | -22% | 0.2% | 1% | i
CCCSC1=C(C#N)C(c2ccc(Cl)cc2Cl)CC(=O)N1 (stereo unspecified) | -0.3% | 17%[7.6 µM] | u | 0% | 12%[11.4 µM] | 1%[7.66 µM] | -3% | 10% | 2.3% | 0% | x
COC(=O)CSc1nnnn1-c1ccccc1 | 0.0% | u | 8% | 0% | -13% | 0% | 0% | 1% | -3.6% | -2% | i
CCN(CC)C(=O)CSc1nnc(-c2cccnc2)n1CCc1ccccc1 | 1.2% | 0% | 4% | 0% | -8% | x | -2% | 11% | 0.6% | 1% | u
CCCOC(=O)c1ccc(Oc2cn[nH]c2-c2ccc(OCC)cc2O)cc1 | -4.0% | u | 15% | -5% | 53% | u | -5% | u | -3.1% | 0% | i
CCOC(=O)c1c(C)nc(-c2ccccc2)nc1NC(=O)C(C)C | 0.1% | u | u | -3% | 5% | 12% | 0% | -10% | -1.8% | 0% | u
O=C(c1cc2nc(C3CC3)cc(C(F)F)n2n1)N1CCOCC1 | -1.7% | 3% | 1% | -5% | -14% | 7% | -3% | -19% | 1.8% | -2% | u
COC(=O)CC1=C(C(=O)OC)C(c2cccs2)C(C#N)=C(N)O1 (stereo unspecified) | -1.2% | -9% | 10% | -4% | 18% | u | -3% | 4% | -0.7% | 2% | u
COc1ccccc1Cc1nc(-c2ccc(Br)o2)no1 | -0.4% | -6% | 17% | -9% | -26% | x | -5% | 62%[activator] | -2.0% | -4% | x
O=C(NC(=O)c1ccccc1)OCC(F)(F)F | 0.5% | -4% | 2% | 0% | -7% | x | 1% | -12% | -0.4% | 0% | x
C=CCc1ccc(OC(=O)c2ccccc2)c(OC)c1 | 0.0% | x | x | 1% | x | -17% | -1% | 26% | 2.1% | x | x
Clc1cccc(Cl)c1C(Nc1nncs1)Nc1nncs1 | 0.6%[15.4 µM] | u | -5%[11.4 µM] | -2%[11.5 µM] | 5%[11.4 µM] | x | 4%[11.5 µM] | -19%[11.5 µM] | -0.6%[15.4 µM] | 2%[11.4 µM] | i
O=C(c1ccc(CS(=O)(=O)c2ccc(Br)cc2)o1)N1CCOCC1 | -2.7% | -2% | 3% | 0% | 6% | x | 1% | -19% | -4.0% | 3% | x
Cc1csc(NC(=O)CSc2nc3sc(C)c(C)c3c(=O)[nH]2)n1 | 1.2% | u | 12% | -7% | 184% | 17% | -5% | -7% | 3.0% | 4% | u
COc1ccccc1NC(=O)CSc1nc2ncccc2[nH]1 | -1.6% | u | 3%[11.4 µM] | 1% | -11%[11.4 µM] | 6%[7.66 µM] | -1% | -20% | -1.1% | 1% | x
Cc1ccc(NC(=O)c2ocnc2C)cc1Cl | -1.5% | 18% | -3% | -2% | -20% | 12% | 0% | -5% | 0.5% | u | i
COc1cccc(NC(=O)c2ncn[nH]2)c1 | 0.8% | 6% | 27% | -5% | 15% | 22% | -4% | -8% | 2.9% | 0% | i
O=C(NCCN1CCc2ccccc2C1)C1CCN(S(=O)(=O)N2CCC3(CC2)OCCO3)CC1 | -0.7% | u | 3% | -3% | -2% | 16% | 0% | 15% | -1.2% | 2% | i
CC1(C)Oc2ccc(C(=O)N3CCOCC3)cc2N(CC(=O)Nc2ccccc2)C1=O | -0.3% | -12% | 9% | -2% | -2% | 6% | 2% | 18% | -2.7% | 0% | u
COCCCn1c(Cc2ccccc2)nnc1SCC(=O)N1CCCCC1 | -0.7% | 3% | -2% | 2% | -5% | x | -1% | -20% | 0.3% | 0% | i
O=C1NC2(CCCc3ccccc32)C(=O)N1Cc1nnc(-c2ccccc2Br)o1 (stereo unspecified) | -0.2% | -11% | 5% | -5% | -8% | 44%[activator] | -1% | -8% | 0.6% | -1% | i
O=C(c1cc2ccccc2oc1=O)N1CCSC1c1ccco1 (stereo unspecified) | 0.6% | -5% | -5% | 0% | -6% | 6% | 3% | -4% | 0.2% | 0% | i
COC(=O)c1ccccc1NC(=O)Cn1cnc2c1c(=O)n(C)c(=O)n2C | 0.8% | 20% | 19% | -1% | 1% | 0% | 1% | -3% | -2.6% | 0% | i
CCOc1ccc(Br)cc1S(=O)(=O)N1CC(C)OC(C)C1 (stereo unspecified) | -0.4% | -6% | 17% | 0% | -4% | 4% | -1% | 4% | 1.4% | 4% | i
CCn1c(SCC(=O)c2cc(C)n(-c3ccc(C(=O)OC)cc3)c2C)nnc1-c1cccnc1 | -4.2% | 8% | 17% | -1% | -12% | 9% | -2% | 9% | 1.2% | -15% | i
CCOC(=O)c1ccc2[nH]c3c(c2c1)CCCCC3=O | -1.2% | u | 7% | -10% | u | -2% | -12% | 5% | 1.3% | -2% | u

Outcome played no part in choosing rows. About 16% of those tested had a hit in this group.
